Compound activity: PubChem, several laboratories
IDE cell inh = inhibitors of human insulin-degrading enzyme in cells; HEK cells, FAbetaB cleavage, fluorescence polarization; inhibition, % at 5.59 µM; 0.41% of 320,000 active; AID 434962;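 active means percent inhibition above the average of all tested compounds plus 3 SD, set per screening campaign, cut at about 16% in these data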;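 further: IDE supplied by intact live HEK cells; FP after avidin binding of uncleaved biotin substrate so inhibition keeps polarization high; 0% = DMSO wells and 100% = 60 µM reference IDE inhibitor Ii1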
CHRM5 PAM = potentiates acetylcholine response at human M5 receptor. P08912. CHO-K1 hM5, Fluo-8 calcium, ACh EC20 PAM; 0% = ACh EC20, 100% = ACh EC100. activation, % at 3 µM. 0.3% of 360,000 active;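 active means activation above the run cutoff, the mean activation of all test compounds plus 3 SD, cut at about 18% in these data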
Target sequence (P08912 whole entry, looked up): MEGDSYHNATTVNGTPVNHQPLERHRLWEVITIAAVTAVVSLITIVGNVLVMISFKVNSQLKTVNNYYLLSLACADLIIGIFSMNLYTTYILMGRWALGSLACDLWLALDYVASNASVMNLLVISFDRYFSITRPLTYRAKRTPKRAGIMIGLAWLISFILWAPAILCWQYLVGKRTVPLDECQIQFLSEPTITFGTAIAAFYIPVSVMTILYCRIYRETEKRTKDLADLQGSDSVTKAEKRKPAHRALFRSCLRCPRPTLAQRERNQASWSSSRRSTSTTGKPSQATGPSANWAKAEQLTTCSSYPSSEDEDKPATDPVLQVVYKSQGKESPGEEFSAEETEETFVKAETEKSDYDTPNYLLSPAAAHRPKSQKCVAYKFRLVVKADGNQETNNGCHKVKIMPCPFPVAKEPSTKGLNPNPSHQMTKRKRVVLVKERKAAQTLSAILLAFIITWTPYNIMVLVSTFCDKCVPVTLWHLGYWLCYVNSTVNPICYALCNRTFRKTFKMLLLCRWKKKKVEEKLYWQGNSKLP
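Test system: CHO-K1 hM5 cells / Doses: single-point, 3 µM nominal / Times: Post-acetylcholine fluorescence recording 140 s / Technique: Fluo-8 calcium fluorescence / Measure: Max/basal fluorescence ratio as % of EC20–EC100 ACh window / Benchmarks: low control EC20 acetylcholine (0%), high control EC100 acetylcholine (100%) / Replicates: one well per compound, no replicates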
M4 ag = CHRM4 agonism in calcium assay; CHO-K1 hM4/Gqi5, Fluo-8 calcium fluorescence; vehicle 0%, full acetylcholine response 100%; 0.14% of 360,000 active; AID 624127; activation, % at 3 µM;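 active means activation above the run mean over all test wells plus 3 SD, cut at about 32% in these data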;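 further: peak over basal fluorescence ratio per well then scaled between controls; 0% = DMSO wells and 100% = acetylcholine at EC100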
Target sequence (P08173 whole entry, looked up): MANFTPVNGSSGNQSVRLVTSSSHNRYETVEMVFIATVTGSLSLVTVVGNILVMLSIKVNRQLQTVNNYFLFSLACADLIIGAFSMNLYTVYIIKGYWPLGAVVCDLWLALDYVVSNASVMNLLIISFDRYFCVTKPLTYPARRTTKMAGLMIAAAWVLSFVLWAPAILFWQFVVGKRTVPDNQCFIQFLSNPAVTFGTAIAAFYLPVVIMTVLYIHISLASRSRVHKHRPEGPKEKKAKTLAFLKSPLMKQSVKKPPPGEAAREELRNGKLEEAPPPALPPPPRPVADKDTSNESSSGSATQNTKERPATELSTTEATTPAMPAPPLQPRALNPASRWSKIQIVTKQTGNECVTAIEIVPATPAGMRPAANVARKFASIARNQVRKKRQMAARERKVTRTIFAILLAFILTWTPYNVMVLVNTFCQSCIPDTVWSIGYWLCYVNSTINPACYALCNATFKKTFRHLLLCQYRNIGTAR
M4 antag = antagonists of human muscarinic M4 receptor (CHRM4) | P08173 | CHO-hM4 cells, ACh EC80, Fluo-8 calcium fluorescence | inhibition, % at 3 µM | 0.73% of 360,000 active | AID 624125;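 active means inhibition above its plate's cutoff, the mean inhibition of sample wells plus 3 SD, cut at about 27% in these data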;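 further: 0% = acetylcholine EC80 with DMSO and 100% = DMSO without agonist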
CHRM5 antagonist = CHRM5 antagonism in calcium assay. P08912. CHO-hM5 cells, Fluo-8 calcium fluorescence, ACh EC80. inhibition, % at 3 µM. 0.59% of 360,000 active;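 active means inhibition above a per-plate cutoff, the mean of that plate's test compounds plus 3 SD, cut at about 27% in these data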;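 further: 0% = acetylcholine EC80 with DMSO and 100% = DMSO without agonist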
CRFR2-BP ag = agonists of human CRF-binding protein/CRF-R2 receptor complex; HEK293 CRF-R2/CRF-BP, calcium dye fluorescence (FLIPR); percent of saturating CRF peptide response; activation, % at 13.2 µM; 0.46% of 350,000 active;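 active means activation of at least 50%, plus an integration ratio under a set limit after plate pattern correction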;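 further: plate controls were neutral control wells without compound for no effect and CRF at EC100 for full effect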
CRFR2-BP antag = blocks CRF-induced signaling of the CRF-BP/CRF-R2 complex; HEK293 CRF-R2/CRF-BP, CRF-induced calcium fluorescence; inhibition, % at 11.8 µM; 0.59% of 350,000 active; AID 588475;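 active means inhibition of the ligand-induced calcium signal above about 50% at the single tested concentration, limit read from the data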
CHRM4 PAM = positive allosteric modulators of human muscarinic M4 receptor | CHO-K1 hM4/Gqi5, Fluo-8 calcium fluorescence, ACh EC20; 0% = ACh EC20, 100% = maximal ACh | activation, % at 3 µM | 0.4% of 360,000 active | AID 624126;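 active means activation above its plate's cutoff, the mean activation of sample wells plus 3 SD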; further: some results filed as inactive read as strong as hits
M5 ag = agonists of human muscarinic M5 receptor (CHRM5); P08912; activation, % at 3 µM; 0.19% of 360,000 active; AID 624037; CHO-K1 hM5 cells, Fluo-8 calcium fluorescence; 0% DMSO wells, 100% maximal acetylcholine response;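 active means activation above the run's mean over test compounds plus 3 SD, cut at about 23% in these data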;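 further: signal is peak over basal fluorescence ratio across the kinetic read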
The depositor's hits bear a star; x = no result given.

SMILES	IDE cell inh	CHRM5 PAM	M4 ag	M4 antag	CHRM5 antagonist	CRFR2-BP ag	CRFR2-BP antag	CHRM4 PAM	M5 ag
CCOC(=O)CNC(=O)C(Cc1ccccc1)NS(=O)(=O)c1ccc2c(c1)CCC(=O)N2 (stereo unspecified)	-1	0	0	-8	1	-1.1	8	7	-1
Cc1ccc(N2C(=O)C3CCCN3C2=S)c(C)c1 (stereo unspecified)	1	-4	2	8	4	-1.5	14	7	0
O=C(CN(C(=O)CCC(=O)Nc1ccccn1)c1ccc2c(c1)OCO2)NCc1ccc(F)cc1	-5	1	1	-1	0	-0.4	2	2	-2
O=C(NC1CCCC1)C(c1ccncc1)N(Cc1ccccc1)C(=O)Cc1cccs1 (stereo unspecified)	-1	-5	5	-2	1	-0.7	-20	4	4
COc1cccc(NC(=O)COC(=O)c2c(F)cccc2Cl)c1	-8	-9	3	4	0	-2.1	-3	-3	-6
CSc1ccc(OC2(C)CCN(Cc3ccccc3)C2)cc1 (stereo unspecified)	x	-9	0	26	9	x	x	-14	-3
Cc1noc(C)c1NC(=O)Nc1cccc2c1O[C@H](CN(C)C(=O)Nc1ccc3c(c1)OCO3)[C@@H](C)CN([C@H](C)CO)C2=O	6	-2	3	-8	-8	-0.1	-6	-7	1
c1cncc(-c2nc3ccccc3o2)c1	4	2	1	-2	-7	2.7	13	2	2
COc1ccccc1N(O)C1CC(=O)N(c2ccc(Br)cc2)C1=O (stereo unspecified)	4	5	3	-9	4	-3.6	0	9	2
O=C(CCNC(=O)Cn1cnc2ccccc2c1=O)NCC1CCCO1 (stereo unspecified)	3	6	2	8	4	7.1	23	-4	-1
COc1cc(CNC(=O)CCCCCCC(C)C)ccc1O	4	-8	0	-10	10	-0.8	-6	2	0
COc1ccccc1N1CCN(C2CC(=O)N(c3cccc(Br)c3)C2=O)CC1 (stereo unspecified)	x	1	3	-15	-5	-2.5	2	-5	1
Nc1ccc(CCC(=O)N2CCCC2)cc1	x	-5	0	1	-8	0.1	2	0	2
CCc1ccccc1-n1c(SCC(=O)N2CCCC2)nnc1-c1ccccn1	0	1	1	3	-1	-1.8	11	-2	-7
NC(=O)NC(Cc1ccccc1)C(=O)NCCCSc1ccccc1 (stereo unspecified)	2	4	1	4	7	-0.2	-1	-2	-2
Cc1c(C(=O)NC2CC(C)(C)NC(C)(C)C2)oc2c(Cl)cccc12	x	1	1	-12	0	31	-6	6	-1
COc1cc(/C=N/N(C)C)ccc1OC(=O)c1ccco1	5	3	0	-8	3	1.4	-1	-2	0
CC1=C(C(=O)OCc2ccc3c(c2)OCO3)C(c2cccc([N+](=O)[O-])c2)NC(=O)N1 (stereo unspecified)	-7	-2	1	1	9	1.1	-23	-3	3
Nc1c(C(=O)CSc2nc3ccccc3o2)c(=O)[nH]c(=O)n1C1CC1	3	-3	3	-3	8	0.7	-26	8	3
O=C(Nc1ccccn1)c1ccc2ccccc2c1O	4	19*	2	-2	-12	-0.4	2	-2	11
CC(=O)Nc1ccc(S(=O)(=O)NC2CC(=O)N(c3ccc(C)cc3)C2)cc1 (stereo unspecified)	-1	3	0	-3	4	-1.2	4	7	3
CCOc1ccc(OCCCC(=O)ON=C(N)c2ccccc2Cl)cc1	0	0	1	4	15	-0.5	13	3	1
C[C@H](NC(=O)[C@@H]1Cc2ccccc2CN1)C(=O)Nc1ccc2c(c1)OCCO2	2	20*	1	-11	-21	0.4	-23	5	-3
CCC/C=N/Nc1nnc(Cc2ccc(OC)c(OC)c2)c(=O)[nH]1	1	-1	0	2	3	1.0	-8	-2	-3
CCN1CCN(CCCN(Cc2ccco2)C(=S)Nc2cccc(Cl)c2C)CC1	-4	1	1	-18	2	-0.4	18	0	-13

Next section; the last four above are carried over.
SMILES	IDE cell inh	CHRM5 PAM	M4 ag	M4 antag	CHRM5 antagonist	CRFR2-BP ag	CRFR2-BP antag	CHRM4 PAM	M5 ag
CCOc1ccc(OCCCC(=O)ON=C(N)c2ccccc2Cl)cc1	0	0	1	4	15	-0.5	13	3	1
C[C@H](NC(=O)[C@@H]1Cc2ccccc2CN1)C(=O)Nc1ccc2c(c1)OCCO2	2	20*	1	-11	-21	0.4	-23	5	-3
CCC/C=N/Nc1nnc(Cc2ccc(OC)c(OC)c2)c(=O)[nH]1	1	-1	0	2	3	1.0	-8	-2	-3
CCN1CCN(CCCN(Cc2ccco2)C(=S)Nc2cccc(Cl)c2C)CC1	-4	1	1	-18	2	-0.4	18	0	-13
O=C(CCSc1ccc(F)cc1)NNC(=O)c1ccc([N+](=O)[O-])cc1	3	-3	4	-6	4	1.0	-1	5	2
CCC1=C(c2ccc(OC)cc2)CCC(C(=O)O)C1C (stereo unspecified)	x	5	1	-16	2	1.4	19	1	-4
N#Cc1nc(Cc2cccc3ccccc23)oc1N1CCN(c2ccccc2)CC1	0	7	1	-2	0	-0.8	7	2	-1
CCOC(=O)c1c(C)[nH]c(C)c1C(=O)COC(=O)[C@@H](NC(=O)c1ccccc1OCC)C(C)C	0	-7	4	-20	-4	1.5	8	-4	-1
CCCCCNC(=O)c1ccccc1SC	2	6	0	2	-3	-1.9	8	-3	1
C/C(=N/NC(=O)c1ccco1)c1cccc(NC(=O)c2ccc(C)s2)c1	9	0	1	3	-1	-1.9	-19	5	2
Cc1ccc(OCC(=O)Nc2nc(-c3ccccn3)cs2)c(C)c1	-6	2	5	-9	3	0.1	-13	1	0
COc1ccccc1CNC1CCCc2ccccc21 (stereo unspecified)	x	-9	1	30*	17	1.7	0	-14	-7
O=C(c1cc(COc2ccc(F)cc2F)on1)N1CC2C[C@@H]3CC1C[C@H](C2)C3	6	-8	7	-3	11	-1.4	-38	-8	-4
COc1ccccc1NC(=O)Cn1c2ccc(F)cc2c2nc3n(c(=O)c21)CCS3	-1	4	2	-3	0	-0.4	1	-1	-1
O=C1C(NS(=O)(=O)c2cccs2)=C(N2CCN(c3cccc(Cl)c3)CC2)C(=O)c2ccccc21	5	6	1	5	-3	1.4	9	4	-6
CCn1c(=N)c(C(=O)NCCCOC)cc2c(=O)n3cccc(C)c3nc21	4	-1	0	-1	-7	-1.6	-41	-1	-6
CC(C)(C)NC(=S)NCC1CC1	5	11	1	-5	-7	-2.6	-8	18	-3
Cc1ccc(S(=O)(=O)N(C)C)cc1NC(=O)COC(=O)COc1ccccc1[N+](=O)[O-]	-1	7	5	-2	-5	-0.7	3	15	-1
COc1ccc(C)cc1NC(=O)c1ccc2c(c1)C(=O)N(Cc1ccncc1)C2=O	6	-6	6	7	17	2.4	-9	0	1
CCN(c1ccccc1)S(=O)(=O)c1ccc(N2CCN(c3ccccc3O)CC2)nc1	-3	-19	11	10	11	-0.2	2	-14	0
CCCNC(=O)CCc1c(C)nc2nc(C)nn2c1C	-4	-3	1	-9	7	2.2	-10	7	-2
COc1ccc(C(=O)CSc2n[nH]c(=O)[nH]c2=O)cc1	-2	-3	1	7	9	-0.8	3	-1	0
S=c1[nH]nc(-c2ccc3ccccc3n2)n1-c1ccc2ncccc2c1	2	-1	0	4	0	-1.6	2	1	-1
CC(C)COc1ccc(C(=O)Nc2ncn[nH]2)cc1	1	8	2	-7	-9	-1.9	-5	-1	0
COc1ccc2c(c1)C(=O)CCC2c1ccccc1 (stereo unspecified)	0	3	-1	6	-1	-1.7	20	-1	-2
Cc1ccccc1NS(=O)(=O)c1ccc2c(c1)oc(=O)n2C	4	-1	2	10	6	14	-5	0	-5
O=C(NC1CCCCCC1)c1ccc(Br)o1	-3	-6	0	0	15	0.1	-3	6	-4
COc1ccc(CN(C)C(=O)COC(=O)c2ccc(-c3ccccc3)cc2)c(OC)c1OC	x	-20	14	4	13	3.2	4	-9	-1
CCOC(=O)c1c(C)[nH]c(C(=O)COC(=O)COc2ccccc2C)c1C	3	-2	3	-3	5	-0.7	8	-6	-1

More results follow:
SMILES	IDE cell inh	CHRM5 PAM	M4 ag	M4 antag	CHRM5 antagonist	CRFR2-BP ag	CRFR2-BP antag	CHRM4 PAM	M5 ag
COc1ccc(NC(=S)NNc2ccc(C(=O)O)cc2)cc1	5	6	0	-1	-1	-0.1	-10	2	-2
O=C(C1CCN(S(=O)(=O)c2cccc3cccnc23)CC1)N1CCN(C2CCCC2)CC1	-2	-2	1	0	0	x	x	6	0
N#C/C(=N\Nc1ccc(F)cc1)C(=N)N1CCCCC1	2	4	3	0	-8	-1.8	15	-3	4
COc1ccc(OCC(=O)Nc2ccc(N3CCOCC3)c(Cl)c2)cc1	-5	-6	6	-3	-4	0.1	-6	-2	0
Cc1ccc2c(c1C)C(=O)C(=O)N2	x	0	0	0	14	2.1	8	0	0
Cc1c(C(=O)OCC(=O)N(C)Cc2ccccc2)oc2ccccc12	-2	-4	5	-8	11	0.9	-8	4	-4
CCn1c(/C=C/c2c[nH]c3ccccc23)nc2ccccc2c1=O	-7	-3	5	-11	-1	-2.3	7	-2	-1
O=C(Cc1ccc([N+](=O)[O-])cc1)N1CCN=C1SCc1ccccc1	-3	-2	2	0	4	-2.2	22	0	-3
COc1ccc(C(=O)COC(=O)c2cc(C)no2)c(OC)c1	1	7	1	-12	-7	-0.3	-2	6	1
Cc1onc(-c2c(Cl)cccc2Cl)c1C(=O)NCCCN1CCOCC1	6	-3	0	-4	-4	-1.5	22	9	-11
CCCCn1c(N)c(N(CCC(C)C)C(=O)c2cccc(-n3cnnn3)c2)c(=O)[nH]c1=O	-4	3	0	-8	-9	0.1	-15	3	7
O=C(/C=C/c1cn(-c2ccccc2)nc1-c1cccnc1)NCCN1CCOCC1	-1	-4	3	0	13	-0.9	-8	-6	-1
CC(NCCc1ccc(S(N)(=O)=O)cc1)C(=O)NCCc1ccc(F)cc1 (stereo unspecified)	-1	-5	1	1	6	-0.4	9	2	-8
Cn1c(/C(C#N)=C(\O)c2cccc(F)c2)nc2ccccc21	-2	16	0	-4	-8	-0.8	-1	0	6
N#C/C(=C/Nc1ccccc1C(=O)O)C(N)=O	0	4	0	-3	1	0.6	7	4	-2
O=C(Cn1cnc2c(NC(=O)OCc3ccccc3)ncnc21)NCc1ccccn1	2	2	1	5	9	0.8	1	6	5
CCOc1ccc(S(=O)(=O)NCCC(=O)NCC(c2ccco2)N2CCCCC2)cc1 (stereo unspecified)	0	3	1	-12	5	0.5	0	20	-2
Brc1ccc(CNc2nc3ccccc3n2CCN2CCCCC2)cc1	7	-4	0	4	7	3.1	-15	-20	-2
Cc1cc(/C=C2/C(=N)N3C(c4ccccc4)=CSC3=NC2=O)c(C)n1-c1ccc(Cl)cc1	x	0	0	-8	3	2.5	-7	12	3
Cc1ccc(C)c(OCCC(=O)OCC(=O)NC(=O)NC2CCCCC2)c1	5	0	2	8	-1	1.2	-2	0	6
CC(=O)NC1=NC(=O)/C(=C/c2cc(C)n(-c3ccc(NC(C)=O)cc3)c2C)S1	10	1	0	-7	9	8.3	-24	0	2
Nc1[nH]nc2ncc3cc4ccccc4nc3c12	7	0	1	-3	4	-6.8	-27	4	-8
NC(=O)C(c1ccc(Cl)cc1)c1ccc(Sc2ccc(Cl)cc2)nn1 (stereo unspecified)	-1	-1	5	-1	3	-0.1	-10	-3	1
CCc1nnc(NC(=O)CSc2nnnn2-c2cccc(C(C)=O)c2)s1	1	-2	-1	-2	2	-1.1	54*	4	-1
CCOC(=O)CSc1nc(N)c(C#N)c(-c2ccc(OCC)cc2)c1C#N	-3	-6	2	10	2	-2.6	-38	-9	-1

Not a hit list, and some 2.9% of all compounds hit somewhere here.
